TRPML3 agonist: human mucolipin-3 channel agonism. Q8TDD5. HEK293 TRPML3-YFP, Fluo-8 calcium fluorescence; 100% = the carbachol control signal. activation, % at 3 µM. hit rate 0.29% among 220,000. AID 1448;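 active = activation above its plate's cutoff, the mean activation of the plate's test wells plus 3 SD, cut at about 12% in these data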;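 note: 0% = DMSO only wells and 100% = carbachol wells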
Target sequence (Q8TDD5 whole entry, looked up): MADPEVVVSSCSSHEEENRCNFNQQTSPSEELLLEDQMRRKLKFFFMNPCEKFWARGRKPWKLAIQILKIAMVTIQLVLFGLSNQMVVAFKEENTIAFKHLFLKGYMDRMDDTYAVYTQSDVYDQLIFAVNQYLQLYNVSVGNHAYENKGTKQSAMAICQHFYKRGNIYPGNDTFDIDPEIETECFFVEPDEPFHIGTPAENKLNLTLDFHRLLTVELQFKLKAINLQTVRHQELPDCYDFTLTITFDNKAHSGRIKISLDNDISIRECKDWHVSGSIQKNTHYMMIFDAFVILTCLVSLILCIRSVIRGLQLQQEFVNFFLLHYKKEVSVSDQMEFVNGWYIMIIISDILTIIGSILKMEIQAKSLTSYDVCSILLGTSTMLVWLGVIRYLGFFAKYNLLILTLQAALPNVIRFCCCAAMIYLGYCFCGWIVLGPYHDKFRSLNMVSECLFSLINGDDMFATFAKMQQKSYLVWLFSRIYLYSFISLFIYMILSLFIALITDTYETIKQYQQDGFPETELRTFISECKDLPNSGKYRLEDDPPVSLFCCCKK
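Test system – HEK293 line with stable expression of human TRPML3-YFP channel · Control set – carbachol 87 µM final as high control (100%), DMSO as low control (0%) · Signal – Fluo-8 calcium dye fluorescence, ex 470-495, em 515-575 nm · Incubation – 1-h 37 °C dye load, 5-s basal, 120-s post-compound reads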
zfTRPN1 agonist: zebrafish TRPN1 (NompC) channel agonism; HEK293 zebrafish TRPN1-YFP, Fluo-8 calcium fluorescence; 100% = response to 87 µM carbachol; hit rate 0.18% among 220,000; activation, % at 3 µM;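 active = activation above its plate's cutoff, the mean activation of test wells on that plate plus 3 SD, cut at about 19% in these data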;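 note: 0% = DMSO alone and 100% = 87 µM carbachol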
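System: zebrafish TRPN1-YFP in HEK293 cells / Dosing: 3 µM single point / Timing: dye loading 1 h at 37 °C, then 30 min room temperature / Signal: Fluo-8 calcium fluorescence, excitation 470-495 nm, emission 515-575 nm / Read-out basis: percent activation from peak over basal fluorescence ratio, control-normalized / Control set: high carbachol 87 µM, low DMSO alone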
PPC-1+TRAIL kill: PPC-1 cancer cell killing with TRAIL present; PPC-1 cells + TRAIL, ATPLite viability luminescence; hit rate 0.41% among 220,000; AID 1443; cell killing (% activity), % at 4 µM;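 active = cell killing above 50% in the first pass at 4 µM, then a duplicate retest at 5 µM averaging 50% or more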;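 note: plate controls were cells with TRAIL plus DMSO for no effect and medium-only wells lacking cells for full effect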
Runt-SMMHC FRET: Runt domain-CBFb-SMMHC interaction inhibition | Cerulean-Runt/Venus-CBFb-SMMHC FRET ratio 530/480, 1 h | inhibition, % at 20 µM | hit rate 0.74% among 220,000 | AID 1434;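 active = mean inhibition across duplicate retests at 20 µM reaching about 50%, limit read from the data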;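 note: 0% = DMSO wells and 100% = wells with excess untagged CBFb-SMMHC; inhibitors lower the FRET ratio by blocking Runt binding to CBFb-SMMHC; some results filed as inactive read as strong as hits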
p47phox inh: blocks human p47phox regulatory protein of NADPH oxidases | p47phox/p22phox peptide binding, fluorescence polarization, 2 h | inhibition, % at 24.7 µM | hit rate 0.53% among 220,000;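 active = inhibition above about 30%, limit read from the data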;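 note: 0% = p47phox with labelled peptide and 100% = labelled peptide alone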
Mdm2 ligase inh: Mdm2 E3 ligase (human) inhibition | signal enhancement, % at 5 µM | hit rate 0.11% among 210,000 | cell-based MDM2 ubiquitination luciferase reporter, 2 h; 0 = plate control, 100 = twice control, blank-subtracted | AID 1230 | Q00987;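 active = signal enhancement of 30% or more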;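 note: luminescence tracks abundance of the self-degrading MDM2-luciferase fusion protein; higher signal means inhibition of MDM2 E3 ligase activity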
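system = mammalian cells stably expressing self-ubiquitinating, self-degrading MDM2 E3–luciferase fusion | quantity = 2000 cells per well seeded | incubation = 4 h cell settling then 2 h compound exposure, 37 °C | signal = SteadyLite luminescence, 15 min reagent step | benchmarks = plate control and blank wells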
CHOP inh: CHOP inhibition in unfolded protein response; inhibition, % at 10 µM; hit rate 3.8% among 220,000; AID 2732; CHO-K1 CHOP-promoter luciferase, tunicamycin-induced, 15-18 h;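 active = compounds that reduced the stress-induced luciferase reporter signal by more than about 70% of percent inhibition, limit read from the data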;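 note: 0% = tunicamycin plus vehicle and 100% = wells without tunicamycin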
TNF death inh: blocks TNF-alpha induced death of Jurkat FADD-/- cells; Jurkat FADD-/- TNF necroptosis rescue, ATP luminescence, 24 h; 0 = TNF only, 100 = no-TNF cells; activation (protection from cell death), % at 10 µM; hit rate 0.068% among 220,000;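 active = activation, meaning protection from cell death, of at least 50% relative to plate controls; inactive = activation below 50%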;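 note: necroptosis triggered by 40 ng/mL TNF-alpha added together with compound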
EBV gp42 block: inhibitors of Epstein-Barr virus glycoprotein 42; Q1HVG2; Fluorescence polarization binding assay, mP read-out; inhibition, % (tested at 21.74 µM); hit rate 0.42% among 220,000; in the data active = inhibition above about 50%
Target sequence (Q1HVG2 whole entry, looked up): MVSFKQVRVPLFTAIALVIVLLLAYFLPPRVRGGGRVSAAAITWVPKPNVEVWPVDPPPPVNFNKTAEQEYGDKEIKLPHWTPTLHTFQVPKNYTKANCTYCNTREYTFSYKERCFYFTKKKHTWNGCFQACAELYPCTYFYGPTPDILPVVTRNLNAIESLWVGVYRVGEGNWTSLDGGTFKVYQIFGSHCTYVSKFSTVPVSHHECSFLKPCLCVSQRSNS
* hit, by the source's call.

`CCCCNC(=S)NNC(=O)c1csc2ccccc12` gave TRPML3 agonist 0.7, zfTRPN1 agonist -0.2, PPC-1+TRAIL kill 16.4, Runt-SMMHC FRET -2.5, p47phox inh -12.4, Mdm2 ligase inh -12.4, CHOP inh 0.9, TNF death inh 0.6 and EBV gp42 block -27.6.
Cc1cccc(NC(=S)NCc2ccco2)c1C was read as TRPML3 agonist 0.1, zfTRPN1 agonist -0.6, PPC-1+TRAIL kill -3.6, Runt-SMMHC FRET -0.1, p47phox inh 10.4, Mdm2 ligase inh -11.2, CHOP inh -2.4, TNF death inh -10.3 and EBV gp42 block 4.2.
CC(CNC(=O)COc1ccccc1)OC(=O)Nc1cccc(Cl)c1 (centres undefined) was read as TRPML3 agonist 0.4, zfTRPN1 agonist 0.4, PPC-1+TRAIL kill 16.8, Runt-SMMHC FRET -6.7, p47phox inh -7.1, Mdm2 ligase inh -1.5, CHOP inh 8.0, TNF death inh 0.8 and EBV gp42 block -11.9.
Screening NNC(=O)c1cc2c(s1)-c1cc(Cl)ccc1SC2 returned TRPML3 agonist 1.7, zfTRPN1 agonist 2.8, PPC-1+TRAIL kill 6.3, Runt-SMMHC FRET -17.5, p47phox inh -17.2, Mdm2 ligase inh -7.5, CHOP inh -7.6, TNF death inh -0.4 and EBV gp42 block 1.5.
`CCn1c(SCC(=O)Nc2nc3ccc(OC)cc3s2)nnc1-c1ccoc1C` gave TRPML3 agonist -0.6, zfTRPN1 agonist 0.7, PPC-1+TRAIL kill 23.5, Runt-SMMHC FRET 0.1, p47phox inh -16.4, Mdm2 ligase inh -21.3, CHOP inh 14.3, TNF death inh 0.5 and EBV gp42 block 10.2.
COc1ccc(CN2CCNC(=O)C2CC(=O)NCCc2nc(C)c(C)s2)c(OC)c1 (centres undefined) was read as TRPML3 agonist 0.8, zfTRPN1 agonist -0.3, PPC-1+TRAIL kill 0.7, Runt-SMMHC FRET 0.3, p47phox inh -3.9, Mdm2 ligase inh -8.0, CHOP inh 6.9, TNF death inh 0.6 and EBV gp42 block -3.9.
O=C(Nc1ccc(S(=O)(=O)N2CCOCC2)cc1)c1ccc(Cl)cc1 was read as PPC-1+TRAIL kill 9.4, Runt-SMMHC FRET -2.7, p47phox inh -14.5, Mdm2 ligase inh -3.1, CHOP inh 27.2, TNF death inh 0.4 and EBV gp42 block -4.9.
For O=C(CN1C(=O)NC2(CCCCC2)C1=O)Nc1ccc(F)cc1 the results were TRPML3 agonist 1.1, zfTRPN1 agonist 0.1, PPC-1+TRAIL kill 8.9, Runt-SMMHC FRET 2.7, p47phox inh -12.5, Mdm2 ligase inh 4.4, CHOP inh 39.1, TNF death inh 2.3 and EBV gp42 block -7.6.
Screening c1ccc(-n2nnnc2-c2cccnc2)cc1 returned TRPML3 agonist 0.8, zfTRPN1 agonist 0.6, PPC-1+TRAIL kill 31.6, Runt-SMMHC FRET -4.7, p47phox inh -8.2, Mdm2 ligase inh -19.5, CHOP inh 28.5, TNF death inh -1.2 and EBV gp42 block -2.2.
Screening COC(=O)N1N=C(c2ccc(Br)cc2)CC1(O)C(F)(F)F (centres undefined) returned TRPML3 agonist 0.4, zfTRPN1 agonist -2.2, PPC-1+TRAIL kill 26.0, Runt-SMMHC FRET 1.4, p47phox inh -0.8, Mdm2 ligase inh -23.1, CHOP inh 47.8, TNF death inh -0.5 and EBV gp42 block -10.9.
Screening O=C(O)Cc1ccc(NC(=O)c2ccc(NC(=O)c3ccco3)cc2)cc1 returned TRPML3 agonist 1.2, zfTRPN1 agonist -0.6, PPC-1+TRAIL kill -3.6, Runt-SMMHC FRET 2.7, p47phox inh -10.0, Mdm2 ligase inh -1.3, CHOP inh 12.8, TNF death inh 0.2 and EBV gp42 block 1.6.
`CC(=O)Nc1ccc(S(=O)(=O)N2CCN(CC(=O)N3CCOCC3)CC2)cc1` gave TRPML3 agonist -0.6, zfTRPN1 agonist -1.5, PPC-1+TRAIL kill 0.1, Runt-SMMHC FRET -3.6, p47phox inh -3.6, Mdm2 ligase inh -12.2, CHOP inh 6.8, TNF death inh 1.3 and EBV gp42 block -5.6.
O=C(NCCCN1CCN(c2ccccc2F)CC1)C1CCC(=O)N1C1CCCC1 (centres undefined) was read as TRPML3 agonist 1.3, zfTRPN1 agonist 0.0, PPC-1+TRAIL kill 3.3, Runt-SMMHC FRET 2.3, p47phox inh 1.4, CHOP inh 2.1, TNF death inh 0.8 and EBV gp42 block -0.1.
Screening COc1cc(/C=C/c2ccc3c(Br)cc(Br)c(O)c3n2)ccc1O returned TRPML3 agonist 1.0, zfTRPN1 agonist 2.5, PPC-1+TRAIL kill 8.8, Runt-SMMHC FRET -79.3, p47phox inh 8.6, Mdm2 ligase inh -6.1, CHOP inh 5.6, TNF death inh -12.6 and EBV gp42 block -9.3.
Screening CC(C)C[C@@H]1NC(=O)[C@H](C(C)C)NC(=O)c2cc([N+](=O)[O-])cc(I)c2OCC[C@@H](C(N)=O)NC1=O returned TRPML3 agonist -0.1, zfTRPN1 agonist -0.6, PPC-1+TRAIL kill 2.2, Runt-SMMHC FRET 1.7, p47phox inh -10.0, CHOP inh 19.2, TNF death inh 0.6 and EBV gp42 block -19.1.
`O=C(Nc1cccnc1)c1cc2cc(Br)ccc2oc1=O` gave TRPML3 agonist 1.4, zfTRPN1 agonist 0.1, PPC-1+TRAIL kill -16.4, Runt-SMMHC FRET -10.1, p47phox inh -1.7, Mdm2 ligase inh -13.1, CHOP inh 9.9, TNF death inh -1.4 and EBV gp42 block -21.6.
For COCCCN=Cc1c(C)[nH]n(-c2ccc(Br)c(C)c2)c1=O the results were TRPML3 agonist 0.8, zfTRPN1 agonist 0.2, PPC-1+TRAIL kill -0.7, Runt-SMMHC FRET 6.5, p47phox inh 5.1, Mdm2 ligase inh -32.0, CHOP inh -25.1, TNF death inh -1.9 and EBV gp42 block 6.1.
For Cc1ccc(-n2nnnc2Sc2nc([N+](=O)[O-])nn2C)cc1C the results were TRPML3 agonist 0.8, zfTRPN1 agonist 0.6, PPC-1+TRAIL kill 9.2, Runt-SMMHC FRET -2.1, p47phox inh -11.2, Mdm2 ligase inh 4.7, CHOP inh -6.7, TNF death inh -5.0 and EBV gp42 block -9.5.
For Cc1ccc(C)c(S(=O)(=O)NCc2cccnc2)c1 the results were TRPML3 agonist -0.3, zfTRPN1 agonist 0.0, PPC-1+TRAIL kill 31.0, Runt-SMMHC FRET -1.5, p47phox inh -9.9, Mdm2 ligase inh 2.6, CHOP inh 17.6, TNF death inh -3.1 and EBV gp42 block 0.4.
For O=c1[nH]c2ccsc2c(=O)n1-c1ccc(F)cc1 the results were TRPML3 agonist 0.2, zfTRPN1 agonist 0.1, PPC-1+TRAIL kill -0.2, Runt-SMMHC FRET 2.2, p47phox inh -6.0, Mdm2 ligase inh -14.2, CHOP inh 0.1, TNF death inh -0.5 and EBV gp42 block 3.3.
`O=S(=O)(c1ccccc1F)N(Cc1ccco1)Cc1nnc(-c2ccccc2Br)o1` gave TRPML3 agonist 7.2, zfTRPN1 agonist 1.5, PPC-1+TRAIL kill -0.6, Runt-SMMHC FRET 4.8, p47phox inh -10.9, Mdm2 ligase inh -6.8, CHOP inh -12.1, TNF death inh -0.4 and EBV gp42 block -6.2.
`CCn1c(C)nc2cc(S(N)(=O)=O)ccc21` gave TRPML3 agonist -0.8, zfTRPN1 agonist -0.8, PPC-1+TRAIL kill -2.9, Runt-SMMHC FRET -1.5, p47phox inh -2.1, Mdm2 ligase inh -3.9, CHOP inh 15.6, TNF death inh -0.8 and EBV gp42 block 6.2.
O=CN1CCN(C(=O)c2ccc([N+](=O)[O-])cc2)CC1 was read as TRPML3 agonist 0.8, zfTRPN1 agonist 0.8, PPC-1+TRAIL kill -0.9, Runt-SMMHC FRET 0.1, p47phox inh -14.7, Mdm2 ligase inh -33.4, CHOP inh 10.1, TNF death inh 2.9 and EBV gp42 block -16.1.
`CCc1ccc(O)c(N=Cc2cccc(C)c2O)c1` gave TRPML3 agonist -0.2, zfTRPN1 agonist 0.8, PPC-1+TRAIL kill 11.6, Runt-SMMHC FRET 5.4, p47phox inh -38.1, Mdm2 ligase inh -7.0, CHOP inh 75.9*, TNF death inh -1.6 and EBV gp42 block -22.0.
For O=C(Cc1cccs1)Nc1ccc(-c2nnn(CC(=O)N3CCOCC3)n2)cc1 the results were TRPML3 agonist 0.9, zfTRPN1 agonist 1.2, PPC-1+TRAIL kill 5.7, Runt-SMMHC FRET -0.5, p47phox inh -51.1, Mdm2 ligase inh -11.7, CHOP inh 12.9, TNF death inh 1.3 and EBV gp42 block 32.2.
`COc1ccc(C2=CC(c3ccc(C)cc3)n3nnnc3N2)cc1` (centres undefined) gave TRPML3 agonist -0.3, zfTRPN1 agonist -0.4, PPC-1+TRAIL kill 8.9, Runt-SMMHC FRET -37.9, p47phox inh -9.1, Mdm2 ligase inh -11.7, CHOP inh 57.9, TNF death inh 0.3 and EBV gp42 block -2.3.
Screening COc1ccc(N2CCN(c3ccc(N)cc3C#N)CC2)cc1 returned TRPML3 agonist -0.1, zfTRPN1 agonist -0.1, PPC-1+TRAIL kill 16.0, Runt-SMMHC FRET 0.7, p47phox inh -9.2, Mdm2 ligase inh -1.8, CHOP inh 27.1, TNF death inh -2.2 and EBV gp42 block 5.4.
O=C1NCCN1CCNS(=O)(=O)c1ccc(F)cc1 was read as TRPML3 agonist -0.1, zfTRPN1 agonist 0.8, PPC-1+TRAIL kill 9.6, Runt-SMMHC FRET 2.3, p47phox inh -4.0, Mdm2 ligase inh 1.2, CHOP inh 0.4, TNF death inh -0.1 and EBV gp42 block -1.8.
For O=C(NCc1ccco1)c1csc2c1CCCCC2 the results were TRPML3 agonist 0.1, zfTRPN1 agonist 0.9, PPC-1+TRAIL kill -17.6, Runt-SMMHC FRET -1.7, p47phox inh 3.8, Mdm2 ligase inh -20.4, CHOP inh 10.3, TNF death inh 3.3 and EBV gp42 block 0.1.
`COc1ccc(C2CC(c3ccccc3OC(C)=O)=NN2C(=O)/C=C/c2ccccc2)cc1` (centres undefined) gave TRPML3 agonist -0.1, zfTRPN1 agonist -1.4, PPC-1+TRAIL kill 18.3, Runt-SMMHC FRET -1.5, p47phox inh -8.1, Mdm2 ligase inh 1.8, CHOP inh 42.6, TNF death inh 0.5 and EBV gp42 block -7.5.
CC(C)CSc1nc2ccccc2n1CC(N)=O was read as TRPML3 agonist 0.7, zfTRPN1 agonist 1.6, PPC-1+TRAIL kill 16.8, Runt-SMMHC FRET 1.3, p47phox inh -6.2, Mdm2 ligase inh -3.9, CHOP inh 24.7, TNF death inh 7.2 and EBV gp42 block 3.7.
